AddAB inh: less growth of phage-infected E. coli with AddAB | E. coli expressing H. pylori AddAB, absorbance growth | inhibition, % at 11.9 µM | 330,000 compounds, 0.29% hits; in the data active means inhibition above about 12%;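 further: 0% = vehicle wells of infected cells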
Ecoli viability: reduces bacterial viability in AddAB counter-screen; E. coli V3065 growth, OD600 absorbance, 18 h; 330,000 compounds, 0.27% hits; inhibition, % at 11.9 µM; AID 449728;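 active means inhibition above the campaign's mean inhibition across all tested compounds plus 3 SD, cut at about 9.9% in these data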;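 further: uninfected addAB+ strain grown without phage in ampicillin broth; 0% = DMSO wells and 100% = ciprofloxacin 0.95 µg/ml wells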
Wnt act: Wnt/beta-catenin pathway activation; activation, % at 9.35 µM; Wnt/beta-catenin reporter cell assay, activator, plate reader; AID 743398; 300,000 compounds, 1.2% hits; in the data active means activation above about 30%, passing the limit was not always enough; inconclusive means no clear call, values can overlap the other calls;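 further: 0% = neutral control wells and 100% = positive control wells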
Tat export inh: blocks Tat-dependent protein export in E. coli | inhibition, % at 10 µM | 340,000 compounds, 0.036% hits | AID 488895 | E. coli MC4100 TorA-mCherry Tat export, fluorescence;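 active means mean replicate inhibition at least 50% and at least half of replicates individually reaching 50%; inconclusive means only one of the two criteria met; inactive means neither criterion met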;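 further: exported cargo escapes ClpAP degradation while cytoplasmic cargo is degraded and loses fluorescence; 0% = median of neutral control wells and 100% = median of NaSCN control wells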
PfHsp90 set2: inhibits growth of yeast expressing Plasmodium falciparum Hsp90; S. cerevisiae expressing PfHsp90, BacTiter-Glo ATP, 48 h; yeast lacking PDR1 and PDR3 efflux regulators; inhibition, % at 9.4 µM; 310,000 compounds, 0.32% hits; AID 504621;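 active means every replicate shows inhibition above about 80%, whatever the replicate mean, limit read from the data; inconclusive means mean inhibition reaches the set limit but some replicate falls short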;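 further: 0% = DMSO neutral controls and 100% = 20 µM radicicol positive controls; yeast relying on Plasmodium falciparum Hsp90 in place of its own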
phage Ecoli inh: E. coli growth loss with phage present; growth absorbance; inhibition, % at 11.9 µM; 360,000 compounds, 0.26% hits; in the data active means inhibition above about 11%
DAGLB inhibitor: blocks human DAGLB lipase activity. Q8NCG7. HEK293T DAGLB membrane lysate, EnzChek fluorogenic substrate. inhibition, % at 5.17 µM. 340,000 compounds, 0.059% hits. AID 504411; in the data active means inhibition above about 34%;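 further: 0% = enzyme with vehicle and 100% = wells lacking enzyme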
Target sequence (Q8NCG7 whole entry, looked up): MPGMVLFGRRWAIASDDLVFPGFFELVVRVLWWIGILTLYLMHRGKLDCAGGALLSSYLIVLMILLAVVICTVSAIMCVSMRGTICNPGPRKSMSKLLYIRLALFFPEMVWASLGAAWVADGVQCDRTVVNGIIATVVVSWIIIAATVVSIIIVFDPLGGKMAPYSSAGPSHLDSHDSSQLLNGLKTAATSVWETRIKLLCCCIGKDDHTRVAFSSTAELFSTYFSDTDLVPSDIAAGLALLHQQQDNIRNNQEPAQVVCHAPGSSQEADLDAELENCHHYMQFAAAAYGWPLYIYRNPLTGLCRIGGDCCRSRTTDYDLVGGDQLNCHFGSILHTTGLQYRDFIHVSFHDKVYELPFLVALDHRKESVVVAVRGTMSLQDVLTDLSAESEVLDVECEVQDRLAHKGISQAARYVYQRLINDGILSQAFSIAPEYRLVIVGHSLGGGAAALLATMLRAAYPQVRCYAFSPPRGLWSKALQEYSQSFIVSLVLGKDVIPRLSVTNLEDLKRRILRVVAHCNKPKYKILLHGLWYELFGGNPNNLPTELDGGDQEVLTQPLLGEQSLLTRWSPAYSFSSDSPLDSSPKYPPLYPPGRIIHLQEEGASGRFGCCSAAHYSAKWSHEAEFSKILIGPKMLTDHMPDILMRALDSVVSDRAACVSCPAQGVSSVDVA
CAL PDZ inh: human CAL PDZ-peptide interaction inhibition. 330,000 compounds, 0.02% hits. inhibition, % at 20 µM. purified CAL PDZ, TMR-peptide fluorescence polarization, 1 h;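 active means highest replicate inhibition of at least 40%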;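 further: plate controls were DMSO neutral control wells for no effect and unlabeled competitor peptide control wells for full effect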
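Material: tagged CAL PDZ domain; buffer or medium: 25 mM sodium phosphate pH 7.4, 150 mM NaCl, TCEP, IgG, Thesit; compound dosing: single point, 20 µM; schedule: 1 h incubation at room temperature before polarization reading; measured by: FP readout, S and P plane fluorescence; read-out basis: percent inhibition from loss of millipolarization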
Rtt109 Vps75: inhibitors of Candida albicans Rtt109/Vps75 histone acetyltransferase; 330,000 compounds, 0.16% hits; Q5AAJ8; inhibition, % at 34.9 µM; purified Rtt109/Vps75, ThioGlo CoA-SH fluorescence, 4 h;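 active means inhibition of at least 50% in every replicate; inconclusive means best replicate reaches 50% inhibition but some replicates fall short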
Target sequence (Q5AAJ8 whole entry, looked up): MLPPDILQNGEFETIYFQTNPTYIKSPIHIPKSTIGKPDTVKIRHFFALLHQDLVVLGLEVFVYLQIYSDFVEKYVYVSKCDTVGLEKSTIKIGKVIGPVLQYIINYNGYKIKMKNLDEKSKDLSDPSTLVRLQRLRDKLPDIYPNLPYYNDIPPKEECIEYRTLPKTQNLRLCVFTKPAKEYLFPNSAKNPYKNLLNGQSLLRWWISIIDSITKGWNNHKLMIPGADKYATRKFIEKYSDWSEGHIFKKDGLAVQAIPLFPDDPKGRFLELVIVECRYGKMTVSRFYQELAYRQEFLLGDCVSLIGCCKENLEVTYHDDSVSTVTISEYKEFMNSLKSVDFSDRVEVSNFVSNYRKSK
PvdQ inh: P. aeruginosa PvdQ acylase inhibition | purified PvdQ acylase, fluorescence plate reader | inhibition, % at 10 µM | 340,000 compounds, 0.063% hits; in the data active means inhibition above about 30%, passing the limit was not always enough; inconclusive means no clear call, values can overlap the other calls;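 further: 0% = vehicle neutral wells and 100% = reference inhibitor wells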
* = called active by the depositor; u = inconclusive; x = not tested or not shown. No enrichment for hits, and some 1.9% of all compounds hit somewhere here.

SMILES	AddAB inh	Ecoli viability	Wnt act	Tat export inh	PfHsp90 set2	phage Ecoli inh	DAGLB inhibitor	CAL PDZ inh	Rtt109 Vps75	PvdQ inh
C=CCNc1nc(Nc2ccc(OC)cc2)nc(OC)n1	-0.2	-2.9	x	-4.1	14.1	2.7	0.6	-1.7	3.9	-10.0
Cc1ccc(C)c(NC(=O)COc2cccc3c2CCN(Cc2ccccc2C)C3=O)c1	1.2	1.2	x	7.9	-26.5	0.1	-6.2	-0.5	2.9	-24.8
C/C(=N\NC(=O)CCn1nnc2ccccc21)c1ccco1	1.9	1.7	3.6	-3.1	3.4	2.0	1.6	0.9	-1.0	-5.6
CC(=O)Nc1ccc(S(=O)(=O)NCCNC(=O)c2ccccc2F)cc1	-2.9	-0.6	-5.0	-2.8	-13.3	2.6	-0.8	-0.4	4.7	4.6
O=C(COc1ccc(Cl)cc1)NCc1nnc(SCC(=O)NCCc2ccccc2)o1	0.3	-2.0	-9.3	1.1	-2.4	2.5	-1.7	-1.5	-6.0	-9.2
CCc1ccc(-n2c(=O)c3ccc(C(=O)NCCc4ccccc4)cc3n(CC(N)=O)c2=O)cc1	-1.6	-0.8	-1.0	-3.4	12.5	0.2	0.3	1.4	-0.3	-21.7
N=C1S/C(=C\c2ccc(-c3cccc(Cl)c3)o2)C(=O)N1c1nccs1	2.9	-1.6	-0.4	-2.4	-55.7	1.2	15.5	-1.0	5.6	-32.3
Cc1ccc(CNc2nc3ccccc3n3nnnc23)cc1	2.9	1.4	x	-1.1	x	0.6	-1.7	1.0	-4.6	-5.5
CCOC(=O)c1c(SCC(=O)Nc2nc(C)cs2)nc(=O)[nH]c1C	3.0	-3.6	-4.1	-3.0	-100.4	1.9	0.2	-0.7	3.5	-11.0
Cc1cc(Cl)ccc1OCC(=O)Nc1cccc(S(=O)(=O)NC2=NCCCCC2)c1	5.7	0.1	-1.7	-2.9	50.5	0.4	0.9	-0.3	12.9	-10.4
CC(C)NC(=S)NC1(C)CCS(=O)(=O)C1 (stereo not drawn)	3.5	1.4	x	7.6	10.7	0.8	1.7	-2.3	-10.1	15.2
CC(NC(=O)c1ccc2c(c1)OCO2)C(c1cccs1)N1CCN(c2ccccc2)CC1 (stereo not drawn)	-0.6	-0.2	1.2	-0.1	-14.8	1.2	0.0	-0.2	-3.7	-5.3
COc1ccc(N=C2S/C(=C\c3ccco3)C(=O)N2CC(C)C)cc1	1.3	2.5	x	9.4	19.3	3.8	0.6	-0.7	-12.1	-8.8
CSc1nc2c(c(=O)[nH]1)C(c1ccc(F)cc1)CC(=O)N2 (stereo not drawn)	0.2	-2.1	-1.0	-9.5	-4.1	2.3	1.8	0.4	3.1	-12.9
Fc1cc(F)c2nc(N3CCOCC3)sc2c1	0.5	3.0	13.4	-0.2	14.7	0.6	-6.8	-1.5	0.8	11.9
O=C(NCCCN1CCOCC1)c1cc2c(s1)CCC2	1.5	3.8	20.1	4.1	17.3	1.6	-0.9	x	4.9	-20.5
Cc1cc(C)cc(NS(=O)(=O)c2cc(C(=O)NCc3ccccn3)ccc2Cl)c1	4.8	-0.8	x	-5.9	-8.0	2.7	-0.4	-0.3	-17.0	-6.7
CCN(CC)C(=O)COc1ccc2oc(C)c(C(=O)OC)c2c1	1.4	0.3	2.7	-14.0	-13.8	1.9	-1.2	x	10.9	-2.6
CC(C)CNC(=O)COC(=O)c1c2c(nc3ccccc13)CCC2	-0.2	0.9	-2.8	-7.7	-4.8	3.8	0.8	-3.1	1.3	-11.5
O=C(NCc1cccnc1)C1c2ccccc2C(=O)N1C1CCCC1 (stereo not drawn)	0.6	0.0	-2.0	-5.4	-9.0	1.3	0.6	-0.4	0.3	-12.4
O=C(Nc1cc(N2CCOCC2)ncn1)c1ccccc1	0.2	0.5	4.4	u	10.3	2.9	2.5	x	13.6	2.2
Cc1csc(SCC(=O)N(c2ccccc2)C(C)C)n1	x	x	-0.9	-9.3	-0.3	1.5	-0.9	-2.5	-15.1	0.5
CN1C(=O)C(C)(C)c2cc(S(=O)(=O)N3CCC(C(=O)NCc4ccc(Cl)cc4)CC3)ccc21	3.1	-3.6	-1.2	0.9	3.0	-1.7	1.0	-1.6	-3.1	-16.3
CCOc1cc(C(=O)N(C)Cc2cc3cc(OC)ccc3[nH]c2=O)cc(OCC)c1OCC	4.5	0.2	-3.5	-2.4	-18.7	3.6	-0.5	0.2	6.8	5.6
CN(C)CCCNc1oc(-c2cccc(Cl)c2)nc1C#N	2.4	0.8	x	-6.7	12.8	1.9	-1.5	-0.9	-9.6	-15.3
The results go on:
SMILES	AddAB inh	Ecoli viability	Wnt act	Tat export inh	PfHsp90 set2	phage Ecoli inh	DAGLB inhibitor	CAL PDZ inh	Rtt109 Vps75	PvdQ inh
Cc1ccc(NC(=O)NC(=O)COc2ccccc2C(N)=O)c(C)c1	2.1	0.0	-4.6	2.5	x	-1.4	-0.2	-4.2	-4.7	-12.0
Cc1nc2nc(-c3ccccc3)[nH]n2c(=O)c1Cc1ccccc1	7.5	1.6	x	4.4	7.3	5.4	-1.5	0.1	-3.3	-16.4
Cc1nc(C#N)c(N/N=C/c2c(F)cccc2Cl)o1	-0.2	-1.4	1.7	-10.5	-16.3	2.8	0.5	-0.5	-27.1	-6.2
CC(C)(C)C1C/C(=C/c2ccco2)C(=O)/C(=C/c2ccco2)C1 (stereo not drawn)	3.2	-0.3	15.9	1.3	18.8	3.1	3.7	-2.4	3.5	5.3
CCOC(=O)c1ccc(NC(=O)N2CCN(C(=O)C3CCCO3)CC2)cc1 (stereo not drawn)	1.0	-2.0	-3.3	1.0	3.3	3.3	0.1	-1.4	1.3	-0.2
Cc1ccc(OCC(=O)Nc2cc(NC(=O)COc3ccc(C)c(C)c3)cc(C(=O)O)c2)cc1C	-1.1	-1.6	7.9	-0.9	-14.6	2.1	4.2	-1.3	-3.6	-3.1
COc1ccc(NC(=O)N2CCc3cc(OC)c(OC)cc3C2)cc1	-1.1	-1.5	3.3	-2.2	-2.0	1.6	0.8	0.1	-4.6	-4.8
Cc1cccc2cccnc12	2.9	-1.4	-0.2	-11.1	13.3	0.8	-0.9	-1.2	1.1	-14.2
COc1cccc(-c2nnc(-c3ccc(C(F)(F)F)cc3)o2)c1OC	-1.9	-2.7	x	11.4	18.0	2.0	-12.3	-3.8	0.0	-7.8
COc1ccc(N=Cc2c(O)ccc3ccccc23)cc1	1.7	-1.1	2.4	-3.2	1.3	2.6	-7.3	-2.3	-9.4	-9.9
Cc1nn(C)cc1CN(C)C(=O)c1sc2cccc(Cl)c2c1Cl	0.2	-1.4	0.5	-2.5	-3.3	2.7	-2.5	x	4.8	-10.1
O=C(CSc1nc2c(c(C(F)(F)F)n1)CCc1ccccc1-2)NCc1ccccc1	0.2	-0.7	x	-7.7	-6.9	2.0	-4.0	-0.3	-4.2	-12.3
Cc1ccc2nc(NC(=O)COC(=O)c3ccc(Br)o3)sc2c1	-3.2	-0.8	-2.7	-7.1	-6.2	3.9	-5.9	-0.8	-1.5	-13.9
Cc1cccc2nc(CSCc3ccco3)cn12	2.0	-1.3	x	8.4	-0.9	1.3	-0.4	-1.4	2.6	-2.4
O=C1/C(=C/C=C/c2ccco2)SC(=S)N1NS(=O)(=O)c1ccccc1	-0.3	-0.2	1.4	2.7	-1.0	0.8	12.2	-0.1	34.7	-16.7
Cc1noc(C)c1S(=O)(=O)N1CCC(C(=O)Nc2ccc(OC(F)(F)F)cc2)CC1	-1.0	-0.8	-3.2	-10.1	-6.6	1.3	-0.4	-1.0	25.2	5.7
CC1CCc2c(sc(/N=C/c3cccnc3)c2C(N)=O)C1 (stereo not drawn)	5.4	0.5	0.7	x	x	5.9	x	x	x	x
COc1ccc(NC(=O)CN2C(=O)NC(C)(c3ccc4c(c3)OCCO4)C2=O)cc1S(N)(=O)=O (stereo not drawn)	-1.4	-1.3	-4.5	-5.7	-16.6	1.8	3.5	-0.5	-0.1	-10.3
O=C1C[C@@H]2c3c(cccc3CN1Cc1ccccc1F)C[C@@H](O)[C@H]2O	x	x	-2.4	2.0	-1.1	3.7	-0.5	-0.8	4.0	-15.0
CC(=O)Oc1ccccc1/C=C/c1nc2ccccc2c(=O)o1	-0.9	-0.4	-1.0	1.0	-16.0	0.9	1.4	0.3	-28.3	-9.8
C/C(=C\C(=O)c1ccc(Br)cc1)NCc1ccccc1	3.5	-0.7	1.3	5.2	x	1.0	-8.6	-1.2	-31.3	13.5
C=CCNc1nc2c(c(=O)n(C)c(=O)n2C)n1Cc1ccc(F)cc1	-0.2	-1.9	-3.1	0.4	4.2	1.4	0.1	0.6	-4.0	10.2
O=S(=O)(N1CCOCC1)n1nnc2ccccc21	0.8	-1.2	x	-5.9	-10.6	0.5	1.4	-2.8	-2.5	-5.2
COc1ccc(/C=C2\SC(=S)N(CCC(=O)Nc3ccc(O)cc3)C2=O)cc1	0.1	2.2	6.5	-7.1	-35.6	0.6	1.4	2.6	-1.2	-6.8
Cc1ccc(S(=O)(=O)N(C)C)cc1N	0.5	-1.8	-8.5	-7.0	-43.9	4.3	-2.8	-0.4	-9.5	-11.8
Going on with the list.
SMILES	AddAB inh	Ecoli viability	Wnt act	Tat export inh	PfHsp90 set2	phage Ecoli inh	DAGLB inhibitor	CAL PDZ inh	Rtt109 Vps75	PvdQ inh
CN(c1cccc(NS(=O)(=O)c2cccc([N+](=O)[O-])c2)c1)S(C)(=O)=O	2.9	1.1	-2.4	21.5	-20.9	4.0	-3.4	-2.7	12.5	-2.4
CC(=O)Nc1ccc(NC(=O)CSc2nnc(NC(=O)c3ccco3)s2)cc1	7.6	-1.4	2.3	3.6	-14.4	3.5	-3.1	-0.6	5.3	-0.9
CCN(CC)S(=O)(=O)c1cccc(-c2nnc(-c3ccc(C)cc3)o2)c1	0.0	1.4	x	-6.2	-10.6	1.8	0.7	0.0	-6.2	-15.7
CN(C)CCCN(C(=O)COc1ccc(Cl)cc1)c1nc2c(F)cccc2s1	3.2	0.0	-2.6	-9.0	-0.6	1.2	-4.5	-1.6	-1.9	-13.0
COc1cc(/C=C/C(=O)O)cc(S(=O)(=O)NC2CC2)c1OC	1.8	-0.1	x	2.5	10.3	2.7	-1.9	0.5	-0.7	-10.7
ClC(CCN1CCN(Cc2ccccc2)CC1)c1ccccc1 (stereo not drawn)	-0.9	-2.1	0.6	-12.6	-0.3	-0.8	-2.6	-1.3	-0.8	-11.9
COCCN(C(=O)CSc1ncc(C(F)(F)F)cc1Cl)c1c(N)n(Cc2ccccc2)c(=O)[nH]c1=O	4.3	0.6	2.3	5.7	-32.3	1.3	1.1	-0.6	-2.2	-17.7
CCN(CC)CCCNC(=O)Cn1cnc2sc(C)c(S(=O)(=O)N3CCN(c4ncccn4)CC3)c2c1=O	3.2	1.7	0.2	-7.0	-34.2	3.6	-2.8	0.8	-12.8	-8.5
OCC1OC(n2cnc3c(NC4CCCC4)ncnc32)C(O)C1O (stereo not drawn)	0.8	0.0	0.1	-6.1	-20.9	4.7	-0.5	-0.5	-2.9	-7.7

Assay outcomes from PubChem.
